miR122 inh: inhibitors of miR-122 in Huh7 cells. 0.3% of 340,000 active. activation (reporter increase), % at 12.5 µM. Huh7 miR-122 Renilla luciferase sensor, 48 h; neutral wells = 0, positive control = 100;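 active = mean replicate activation score at least 90 and every replicate individually at or above 90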;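 note: higher luciferase means less miR-122 activity so hits act as miR-122 inhibitors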
SIRT5 block: blocks human SIRT5 desuccinylation of peptide | Q9NXA8 | Purified SirT5, succinyl-peptide AMC, trypsin-coupled fluorescence | inhibition, % at 15 µM | 1.1% of 330,000 active; in the data active = inhibition above about 15%
Target sequence (Q9NXA8 whole entry, looked up): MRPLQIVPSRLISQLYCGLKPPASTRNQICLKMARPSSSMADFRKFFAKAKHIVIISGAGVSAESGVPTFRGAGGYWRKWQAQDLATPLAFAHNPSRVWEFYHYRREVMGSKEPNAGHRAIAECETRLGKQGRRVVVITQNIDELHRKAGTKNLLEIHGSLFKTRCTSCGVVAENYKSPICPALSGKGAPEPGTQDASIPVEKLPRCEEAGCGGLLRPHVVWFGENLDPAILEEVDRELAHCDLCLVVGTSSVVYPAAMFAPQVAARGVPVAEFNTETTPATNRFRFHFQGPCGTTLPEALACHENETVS
ERAP1 inh: inhibitors of human ERAP1 aminopeptidase. 0.15% of 340,000 active. recombinant ERAP1, Leu-AMC fluorescence, 60 min. inhibition, % at 10.7 µM. Q9NZ08;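 active = mean replicate inhibition of at least 30%, or all replicates individually reaching that 30% level; inactive = mean below 30% and not every replicate reaching it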;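 note: 0% = neutral control wells and 100% = L-leucinethiol positive control wells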
DENV2 CPE rescue: DENV2-induced cell death inhibition; 1.7% of 350,000 active; CPE inhibition, % at 9.99 µM; DENV2-infected cells, cytopathic effect rescue, plate reader; AID 651640; in the data active = CPE inhibition above about 20%, passing the limit was not always enough; tested in BHK-21 cells;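 note: 0% = median of neutral control wells and 100% = median of positive control wells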
CASP6 VEID inh: caspase-6 (human) enzyme inhibition; P55212; purified caspase-6, Z-VEID-R110 cleavage fluorescence; inhibition, % at 12.5 µM; 0.53% of 350,000 active; AID 686996;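 active = mean inhibition across replicates at least about 35%, with every replicate also reaching that limit, limit read from the data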;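 note: 0% = median of neutral control wells and 100% = no fluorescence left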
Target sequence (P55212 24-179 limits assumed): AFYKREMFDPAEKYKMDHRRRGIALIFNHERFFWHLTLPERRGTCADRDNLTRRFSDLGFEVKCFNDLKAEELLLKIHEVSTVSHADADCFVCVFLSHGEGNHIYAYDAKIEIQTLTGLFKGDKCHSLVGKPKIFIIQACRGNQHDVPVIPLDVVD
Target sequence (P55212 194-293 limits assumed): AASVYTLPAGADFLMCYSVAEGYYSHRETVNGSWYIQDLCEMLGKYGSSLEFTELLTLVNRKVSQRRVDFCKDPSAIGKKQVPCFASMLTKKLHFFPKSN
CFTR F508del cor: correctors of CFTR F508del function in bronchial epithelial cells; CFBE cells, YFP halide quenching; stimulated with forskolin plus potentiator P3; % fluorescence drop versus neutral controls; 0.36% of 350,000 active; activity (quench increase), % at 7.58 µM; AID 720511;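 active = mean added fluorescence quench of at least 8% versus neutral control, with both replicates also reaching 8%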;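 note: cells transiently co-express mutant CFTR-F508del with the halide-sensitive YFP; corrector assay measuring rescue of mutant channel to the surface after 24 h compound exposure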
ERp5 inh: inhibitors of human ERp5. ERp5 insulin aggregation, absorbance 650 nm, 90 min. inhibition, % at 9.99 µM. 0.05% of 350,000 active. AID 651711;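 active = mean replicate inhibition above about 25%, with every replicate also reaching it, limit read from the data, passing the limit was not always enough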
Target sequence (Q15084 whole entry, looked up): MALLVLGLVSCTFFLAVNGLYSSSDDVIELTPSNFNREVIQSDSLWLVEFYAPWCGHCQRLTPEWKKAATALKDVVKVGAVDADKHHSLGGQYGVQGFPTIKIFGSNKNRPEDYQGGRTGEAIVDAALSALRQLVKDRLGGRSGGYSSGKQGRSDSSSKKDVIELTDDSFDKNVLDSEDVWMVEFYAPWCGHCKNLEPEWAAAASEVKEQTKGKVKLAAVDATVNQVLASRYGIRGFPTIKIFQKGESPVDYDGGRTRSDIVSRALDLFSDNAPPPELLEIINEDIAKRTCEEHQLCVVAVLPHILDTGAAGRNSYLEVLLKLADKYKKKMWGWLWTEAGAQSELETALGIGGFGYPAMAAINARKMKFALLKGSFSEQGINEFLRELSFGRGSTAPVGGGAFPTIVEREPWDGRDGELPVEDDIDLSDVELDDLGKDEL
* hit, by the source's call; . = not tested or not shown; [ ] = another dose, or the depositor's remark. The order is random; any-hit rate near 4%.

SMILES | miR122 inh | SIRT5 block | ERAP1 inh | DENV2 CPE rescue | CASP6 VEID inh | CFTR F508del cor | ERp5 inh
Cc1ccc2sc(N(CCN(C)C)C(=O)c3ccc(S(=O)(=O)N4CC(C)OC(C)C4)cc3)nc2c1C (configuration not stated) | -9 | 0 | 0 | 11 | -4 | -3.0 | 3
CCCN(C)C[C@@H]1OCCCC[C@H](C)Oc2ccc(NC(=O)Cc3ccccc3)cc2C(=O)N([C@@H](C)CO)C[C@@H]1C | -2[16.7 µM] | 0 | 2 | 35* | -6 | -1.8 | 0
COc1cccc(NC(=O)CN(C)C(=O)CC2CCCCC2)c1 | . | 2 | -8 | -3 | 0 | 0.0 | -2
CN1c2ccc(-c3cccc(C#N)c3)cc2[C@@H]2[C@@H](CCN2S(=O)(=O)c2ccccc2F)[C@@H]1CO | 21[16.7 µM] | 4 | 4 | -5 | 1 | 0.4 | 1
COc1cccc(C2Nc3ccccc3C(=O)N2Cc2ccccc2)c1 (configuration not stated) | -3 | -11 | 0 | 1 | -4 | -0.9 | 3
COc1ccc(CCNC(=O)CCCc2ccccc2)cc1 | 0 | 0 | 2 | -8 | -2 | -3.1 | 3
FC(F)(F)c1cccc(CN2CCN(c3ncccn3)CC2)c1 | . | 2 | 0 | 1 | -5 | 1.2 | 1
O=C(c1cccc(Br)c1)N1CCN(C2=NS(=O)(=O)c3ccccc32)CC1 | -6 | -2 | -2 | 1 | 1 | 3.8 | 2
COCC(=O)Nc1ccc2c(c1)C(=O)N(C)C[C@H](OC)[C@H](C)CN(Cc1cccc(F)c1)[C@H](C)CO2 | . | 0 | -3 | 7 | -1 | 3.0 | 0
Cc1ccc(C(C)(C)C)cc1S(=O)(=O)NC(=O)c1ccccc1 | . | -2 | 3 | 10 | 2 | 0.1 | -1
Nc1ccc(NS(=O)(=O)c2ccccc2)cc1 | 19 | -1 | -4 | 4 | -1 | -3.0 | 1
O=S(=O)(c1ccc(F)cc1)N1CCCCN2[C@H](C1)[C@@H](c1ccc(C#CC3CCCC3)cc1)[C@@H]2CO | -25[16.7 µM] | 1 | 2 | -10 | 1 | -0.8 | 1
C[C@H](CO)N1C[C@H](C)[C@H](CN(C)C(=O)CCN2CCCCC2)Oc2ncc(C#Cc3ccccn3)cc2C1=O | 1[16.7 µM] | 4 | 1 | -4 | 1 | 0.7 | 6
CCOc1cc(C(=S)N2CCCC2)ccc1O | 1 | -1 | -4 | 0 | -1 | -3.0 | 2
Cc1cnc(C(=O)OCC(=O)Nc2ccc(C)c(S(=O)(=O)N(C)C)c2)cn1 | . | 0 | . | -4 | 6 | -3.0 | 2
CCOC(=O)c1c(-c2ccccc2)oc2cc(Br)c(O)c(C=O)c12 | . | 10 | -1 | -5 | 3 | 0.2 | 4
CCOC(=O)[C@@H]1[C@H]2COc3ccc(Br)cc3[C@@H]2N2C(=O)N(c3ccc(F)cc3)C(=O)[C@@]12C | -1 | . | 2 | -15 | 0 | 4.0 | -1
CC(NCc1ccc(-c2ccccc2)cc1)C(O)c1ccccc1 (configuration not stated) | 0 | -2 | -1 | 3 | -1 | . | 10
COc1cccc(CNC(=O)C2CCC(=O)N(CC3CCCCC3)C2)c1OC (configuration not stated) | -1 | -3 | -4 | 8 | 0 | 0.2 | 2
COCCN1C(=O)/C(=C/c2cc3c(cc2Br)OCO3)NC1=S | . | 2 | 2 | 2 | -3 | 1.1 | 0
Cc1ccccc1Nc1nc2nonc2nc1N1CCOCC1 | 1 | 4 | 0 | . | -2 | -0.8 | -7
CCCCC(=O)Nc1ccc(S(=O)(=O)Nc2nccc(C)n2)cc1 | . | -6 | -3 | 0 | 1 | -1.0 | 1
Cn1c(Cc2ccccc2)nnc1SCC(=O)NCCc1ccccc1 | . | -2 | -2 | -7 | 0 | -3.5 | 1
Cc1cc(C)c2cc(C)c(SCC(=O)NCc3ccco3)nc2c1 | . | . | -4 | 2 | 9 | -3.1 | -4
C/C=C/c1ccc(C2[C@H]3CNC[C@@H]2N3CC2CCOCC2)cc1 (some centres not stated) | . | 9 | 0 | 4 | -2 | 2.7 | -1
C=CCN(Cc1cccc(OC)c1OC)C(=O)Oc1ccccc1 | . | -1 | 2 | 13 | -2 | -0.9 | -3
Cc1cc(C)nc(N/N=C/c2cccc(Cl)c2)n1 | . | -3 | -2 | -3 | 3 | -1.3 | -1
O=C1NC(Cc2ccc(O)cc2)c2nc3ccccc3c(=O)n2-c2ncccc21 (configuration not stated) | -9 | -2 | 1 | 0 | 5 | 3.4 | 1
CC1=C(C(=O)N(C(C)C)C(C)C)CC(CC(=O)NCCc2ccccn2)C(=O)N1Cc1ccc(C(C)(C)C)cc1 (configuration not stated) | -9 | 2 | 9 | -10 | 2 | 0.9 | -2
COc1ccc(C)cc1NC(=O)c1sc2nc(C)nc(N3CCOCC3)c2c1C | -4 | -5 | 0 | 3 | -1 | 2.4 | -7
CC(=O)N(C)C[C@@H]1Oc2cc(-c3ccc(F)cc3)ccc2S(=O)(=O)N([C@H](C)CO)C[C@H]1C | 13[16.7 µM] | 2 | 0 | 17 | -1 | -2.6 | -5
CC(=O)Nc1ccc(NC(=O)c2ccccc2C)cc1 | -4 | -1 | -9 | -6 | . | -6.9 | -4
C[C@@H]1CN([C@H](C)CO)C(=O)Cc2cc(NS(C)(=O)=O)ccc2O[C@@H]1CN(C)Cc1ccc(C(=O)O)cc1 | 2[16.7 µM] | 0 | 0 | -1 | 1 | -0.7 | -9
NS(=O)(=O)c1ccc(NC(=O)COC(=O)c2ccco2)cc1 | -3 | -2 | 0 | -4 | 5 | -3.5 | -1
O=C(CSc1ccc2c(c1)OCCO2)NCc1ccccc1 | . | -3 | -1 | -1 | 38* | 1.2 | 2
CCOCCCn1c(C)nc2c(c1=O)c1nc3ccccc3nc1n2-c1ccc(C)cc1 | -2 | -3 | -2 | 2 | 0 | -2.2 | -2
CCOc1cc(/C=C2\SC(=S)N(NC(=O)c3cccnc3)C2=O)ccc1O | -4 | 1 | 13 | -1 | 7 | 0.8 | -2
Nc1ccc(Nc2ccccc2)cc1 | -2 | -7 | -3 | 7 | 6 | . | 13
COc1ccc2[nH]c3c(c2c1)CCN1C(=O)C(CC(=O)NCCC2=CCCCC2)C[C@H](C(=O)N2CCOCC2)[C@@]31CCC1CCCC1 (some centres not stated) | . | -2 | . | 8 | -1 | 2.4 | -3
CCNC(=O)C[C@H]1CC[C@@H]2[C@@H](COc3ccc(NC(=O)Nc4cccc(Cl)c4)cc3C(=O)N2C)O1 | -42[16.7 µM] | 3 | 0 | 3 | 0 | 0.8 | -2

Laid out differently: entries from further up.
mol,miR122 inh,SIRT5 block,ERAP1 inh,DENV2 CPE rescue,CASP6 VEID inh,CFTR F508del cor,ERp5 inh
CC(=O)Nc1ccc(NC(=O)c2ccccc2C)cc1,-4,-1,-9,-6,.,-6.9,-4
C[C@@H]1CN([C@H](C)CO)C(=O)Cc2cc(NS(C)(=O)=O)ccc2O[C@@H]1CN(C)Cc1ccc(C(=O)O)cc1,2[16.7 µM],0,0,-1,1,-0.7,-9
NS(=O)(=O)c1ccc(NC(=O)COC(=O)c2ccco2)cc1,-3,-2,0,-4,5,-3.5,-1
O=C(CSc1ccc2c(c1)OCCO2)NCc1ccccc1,.,-3,-1,-1,38*,1.2,2
CCOCCCn1c(C)nc2c(c1=O)c1nc3ccccc3nc1n2-c1ccc(C)cc1,-2,-3,-2,2,0,-2.2,-2

Reprinted at random: two records from the list
SMILES | miR122 inh | SIRT5 block | ERAP1 inh | DENV2 CPE rescue | CASP6 VEID inh | CFTR F508del cor | ERp5 inh
COc1ccc2[nH]c3c(c2c1)CCN1C(=O)C(CC(=O)NCCC2=CCCCC2)C[C@H](C(=O)N2CCOCC2)[C@@]31CCC1CCCC1 (some centres not stated) | . | -2 | . | 8 | -1 | 2.4 | -3
Cc1cc(C)c2cc(C)c(SCC(=O)NCc3ccco3)nc2c1 | . | . | -4 | 2 | 9 | -3.1 | -4

The results go on:
SMILES | miR122 inh | SIRT5 block | ERAP1 inh | DENV2 CPE rescue | CASP6 VEID inh | CFTR F508del cor | ERp5 inh
Cc1cccc(N2CCN(C(=O)CCS(=O)(=O)c3ccc(Br)cc3)CC2C)c1 (configuration not stated) | -24 | -2 | 12 | -6 | 67* | -0.4 | 0
Cc1ccc(-c2csc3nc(SCC(=O)Nc4ccc(Cl)c(C(=O)O)c4)[nH]c(=O)c23)cc1 | . | 13 | -71 | -1 | 20 | 0.6 | -3
O=C(NCc1ccc2c(c1)OCO2)C(=O)Nc1cc2c3c(c1)CC(=O)N3CCC2 | -5 | -2 | -9 | -2 | 0 | -2.2 | 2
O=C(CCC(=O)Nc1ccc(F)cc1)N/N=C/c1ccncc1 | . | 0 | 10 | -1 | -1 | -0.3 | -3
COCC(=O)Nc1ccc2c(c1)[C@H]1C[C@@H](CC(=O)NCC3CC3)O[C@H](CO)[C@H]1O2 | . | -3 | . | 4 | -1 | -1.8 | 2
C/C(Cc1ccccc1)=N\NC(=O)CNC(=O)c1cccc(Br)c1 | . | 6 | 8 | 0 | 3 | 2.9 | 4
C[C@@H]1CN([C@H](C)CO)C(=O)c2cccc(NS(=O)(=O)c3cccs3)c2O[C@@H]1CN(C)C(=O)Nc1ccc(C(F)(F)F)cc1 | 3[16.7 µM] | 10 | 1 | 4 | 2 | -1.0 | 6
O=c1c2ccccc2ncn1/N=C/c1ccccc1 | . | -3 | 2 | 5 | -1 | 0.1 | -1
CCN(CC)CCNC(=O)c1ccc(NC(=O)COc2ccccc2F)cc1 | 7 | -4 | 2 | 2 | 1 | . | 2
CCOC(=O)C1CN(S(=O)(=O)c2ccc(C)cc2)CCN1S(=O)(=O)c1ccc(C)cc1 (configuration not stated) | 2 | -1 | 1 | 1 | 0 | -1.3 | 0
S=C(NC1CCCC1)NN1CCOCC1 | . | -3 | 3 | 20 | 1 | . | 1
Cc1cc(C)nc(NCCC(=O)O)n1 | -1 | 0 | 7 | -6 | 3 | -0.3 | 1
Cc1c(/C=N\NC(=O)c2c[nH]c3ccccc23)cnn1C | . | 0 | 1 | -9 | -3 | -1.2 | 2
C/C=C1\COC(C(=O)NCc2cccc(OC)c2OC)(C(F)(F)F)C=C1C=C1CCCCC1 (configuration not stated) | 14 | 0 | -3 | 16 | -1 | -0.3 | 0
CCc1ccccc1N(CC(=O)NCc1ccco1)C(=O)CCC(=O)Nc1nccs1 | . | -3 | 3 | 1 | 3 | 2.2 | 1
Cc1noc(C)c1NC(=O)Nc1ccc2c(c1)C(=O)N([C@@H](C)CO)C[C@H](C)[C@@H](CN(C)S(=O)(=O)c1ccc(F)cc1)OCCCC[C@H](C)O2 | -1[16.7 µM] | 0 | -2 | 14 | -1 | 1.3 | 4
Cc1ccc(-c2nnn(CC(=O)Nc3ccccc3N3CCOCC3)n2)cc1 | -8 | -1 | -3 | 0 | 1 | -2.4 | -2
CN(C)C(=O)c1ccc(-c2ccc([C@H]3[C@H]4CN(C(=O)C5CCCCC5)CC(=O)N4[C@H]3CO)cc2)cc1 | . | -4 | 1 | 2 | 0 | -1.7 | 4
CCOC(=O)CNC(c1ccccc1)c1cc(Br)ccc1NC(C)=O (configuration not stated) | . | -2 | 1 | -1 | 0 | -0.6 | -1
COc1ccccc1N(CC(=O)NCCSCc1ccccc1)S(=O)(=O)c1ccc(C)cc1 | . | -4 | -3 | -5 | 2 | 0.1 | 3
COC(=O)c1ccc(C2Nc3cccc4cccc(c34)N2)cc1 | 9 | 3 | -3 | . | 4 | 0.3 | 4
CC(C)CN(C[C@H]1N[C@H](CO)[C@H]1c1ccccc1)C(=O)CN(C)C | -7[16.7 µM] | 1 | -5 | 3 | -1 | 0.7 | -1
Cc1cccc(N2CCN(CC(O)COc3ccccc3)CC2)c1 (configuration not stated) | 0 | 5 | 1 | 16 | 2 | 0.5 | 0
CCn1c(C2CC(=O)N(c3ccc(C)c(C)c3)C2)nc2ccccc21 (configuration not stated) | . | -5 | 0 | 2 | 1 | 1.1 | 1
CC(=O)Nc1ccc(NC(=O)COC(=O)c2ccc(S(=O)(=O)N(C)c3ccccc3)cc2)cc1 | 5 | 4 | -1 | -7 | -4 | 3.1 | -1
Cn1c(C(=O)N2CCCC(C(=O)NCc3ccccc3)C2)cc2sccc21 (configuration not stated) | 13 | -4 | 0 | 4 | -4 | -2.4 | 3
CCC(C)Sc1ccc([C@@H]2[C@H]3C(=O)N(CC)C(=O)[C@H]3[C@]3(C(=O)OC)CCCCN23)cc1 (some centres not stated) | 5 | -2 | -2 | -13 | -1 | -0.8 | 2
